STEP block: blocks human striatal-enriched tyrosine phosphatase. AID 588621. recombinant STEP, OMFP fluorogenic substrate, fluorescence. inhibition, % at 20 µM. 0.25% of 360,000 active. P54829;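 active means inhibition at 20 µM, scaled per plate between control wells, above about 37%, limit read from the data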;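 further: 0% = DMSO with enzyme and substrate and 100% = substrate only without enzyme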
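Material: STEP (striatal-enriched tyrosine phosphatase) enzyme, cell-free | Medium: 50 mM Bis-Tris pH 6.0 with 2.5 mM DTT and 0.005% Tween 20 | Read-out: Percent inhibition scaled to no-enzyme and uninhibited-enzyme controls, plate-pattern corrected | Signal: Fluorescence read at 480 nm ex / 540 nm em | Times: 20 min reaction, room temperature, in the dark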
MLLE-PAM2 inh: blocks PAM2 peptide binding to the PABP1 MLLE domain; GST-MLLE / FITC-PAM2 fluorescence polarization; inhibition, % at 20 µM; P11940; 0.36% of 360,000 active; in the data active means inhibition above about 35%, passing the limit was not always enough;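 further: plate controls were DMSO wells with GST-MLLE for no effect and wells lacking GST-MLLE protein for full effect; some results filed as inactive read as strong as hits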
Target sequence (P11940 whole entry, looked up, the tested form may be a part): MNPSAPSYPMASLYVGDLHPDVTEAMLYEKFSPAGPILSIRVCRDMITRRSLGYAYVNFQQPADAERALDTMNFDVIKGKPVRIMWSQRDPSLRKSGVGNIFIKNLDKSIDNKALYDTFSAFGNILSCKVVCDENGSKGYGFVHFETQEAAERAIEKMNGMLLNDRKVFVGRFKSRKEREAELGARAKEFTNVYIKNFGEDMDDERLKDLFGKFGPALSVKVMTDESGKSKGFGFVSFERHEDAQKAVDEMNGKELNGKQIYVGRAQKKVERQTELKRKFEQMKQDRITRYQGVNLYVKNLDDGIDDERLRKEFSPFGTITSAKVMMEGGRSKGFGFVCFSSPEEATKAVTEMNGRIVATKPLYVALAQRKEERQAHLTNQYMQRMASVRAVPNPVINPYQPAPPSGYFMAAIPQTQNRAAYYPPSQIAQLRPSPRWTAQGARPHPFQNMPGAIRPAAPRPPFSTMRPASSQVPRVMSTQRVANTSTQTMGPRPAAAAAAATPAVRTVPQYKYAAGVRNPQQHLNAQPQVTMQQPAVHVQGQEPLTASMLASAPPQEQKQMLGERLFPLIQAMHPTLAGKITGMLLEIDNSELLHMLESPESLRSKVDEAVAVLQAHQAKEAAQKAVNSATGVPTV
Scp1 inh: blocks human Scp-1 phosphatase activity; inhibition, % at 20 µM; Recombinant Scp1, phosphopeptide, malachite green phosphate absorbance; 0.88% of 340,000 active; Q9GZU7;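 active means inhibition above about 50% at 20 µM, limit read from the data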;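 further: plate controls were DMSO wells with enzyme for no effect and wells lacking enzyme for full effect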
Target sequence (Q9GZU7 76-261 limits assumed): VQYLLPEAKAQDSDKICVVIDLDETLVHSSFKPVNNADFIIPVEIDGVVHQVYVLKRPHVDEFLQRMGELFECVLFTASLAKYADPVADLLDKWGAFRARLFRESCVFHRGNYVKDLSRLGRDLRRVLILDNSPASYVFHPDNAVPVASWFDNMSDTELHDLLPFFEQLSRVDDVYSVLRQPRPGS
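System: truncated SCP-1 phosphatase (76-261aa); medium: Tris acetate buffer pH 5.5 with MgCl2 and Tween-20; incubation: 45 min room-temperature reaction, 5 min colour, 30 min stabiliser; compound: single 20 µM dose, 1% DMSO; reagent: Phosphorylated 17-residue peptide substrate; read-out: % inhibition at 20 µM; technique: colorimetric free-phosphate detection, absorbance 630 nm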
TbMetRS inhib: blocks T. brucei methionyl-tRNA synthetase activity. purified T. brucei MetRS, ATP depletion, Kinase-Glo luminescence. inhibition, % at 11.9 µM. 0.4% of 360,000 active;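 active means inhibition above a per-plate cutoff of the control wells' mean inhibition plus 3 SD, cut at about 5.5% in these data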;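 further: 0% = DMSO wells median and 100% = median of wells with control inhibitor compound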
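technique = Kinase-Glo luminescence, ATP depletion format | system = purified MetRS (methionyl-tRNA synthetase) enzyme from Trypanosoma brucei | timing = 15 min preincubation, 2 h reaction, all 25 °C | evaluation = percent inhibition versus plate control medians | dosing = single dose, 11.9 µM final nominal, 0.9% final DMSO | also added = substrates ATP, L-methionine and bulk Escherichia coli tRNA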
DNMT1 inh: inhibitors of human DNMT1. DNMT1 molecular beacon, Hinp1I cleavage, fluorescence. inhibition (reported as % activation of signal), % at 10 µM. 0.83% of 360,000 active. P26358; in the data active means inhibition above about 50%
LMPTP inh: blocks human LMPTP phosphatase | recombinant LMPTP-A, OMFP fluorogenic substrate, fluorescence intensity | inhibition, % at 20 µM | 0.22% of 360,000 active | AID 651560;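 active means compounds that cut the enzyme signal by at least half of the control window in the single-dose screen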;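 further: plate controls were DMSO wells with enzyme plus substrate for no effect and substrate without enzyme for full effect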
Target sequence (P24666 whole entry, looked up): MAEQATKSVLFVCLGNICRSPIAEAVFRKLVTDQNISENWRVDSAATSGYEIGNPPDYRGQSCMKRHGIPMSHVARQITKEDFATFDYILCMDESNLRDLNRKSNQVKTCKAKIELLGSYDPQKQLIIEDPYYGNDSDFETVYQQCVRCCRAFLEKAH
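Assay system: LMPTP-A enzyme. Input: 0.625 nM LMPTP-A final. Probe or stimulus: 400 µM OMFP. Compound dosing: single 20 µM dose. Schedule: 50 min dark incubation at room temperature. Detection: fluorescence intensity of OMFP turnover product. Read-out: percent inhibition versus substrate-only and uninhibited controls. Benchmarks: no-enzyme low control, uninhibited high control.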
CSN deneddyl inh: blocks human CSN-mediated cullin deneddylation. Purified CSN, SCF-Nedd8-OG deneddylation, fluorescence polarization. 0.38% of 360,000 active. inhibition, % at 12.5 µM. Q92905. AID 651999;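 active means pattern-corrected inhibition above about 35%, with an unprinted fluorescence ratio check between 0.5 and 1.5, limit read from the data, passing the limit was not always enough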;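 further: 0% = enzyme with substrate and 100% = substrate without enzyme; some results filed as inactive read as strong as hits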
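Schedule: reaction 90 min, room temperature / Assay system: HEK293T-derived human Csn5 enzyme / Input: Csn5 at 0.24 nM final / Measure: inhibition of Csn5 cleavage, % / Control set: substrate-only high control, full reaction low control / Technique: fluorescence polarization of the substrate / Buffer or medium: Tris/NaCl/DTT buffer, pH 7.5 / Reagent: SCFSkp2-Nedd8OG substrate at 10 nM final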
SUMO1 PPI mod: modulators of human SUMO1-mediated protein-protein interactions. P63165. SUMO1 binding to a labelled peptide, TR-FRET, 1 h. inhibition, % at 20 µM. 0.33% of 360,000 active. AID 602429; in the data active means inhibition above about 37%
Rpn11 inh: blocks the human proteasome subunit Rpn11 | 0.59% of 360,000 active | human 26S proteasome, Ub4-pepOG fluorescence polarization; 20S core pre-blocked with epoxomicin | O00487 | calls only at 20 µM;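 active means inhibition at 20 µM, scaled to each plate's controls, above about 33%, limit read from the data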
NadD inh: NadD (S. aureus) enzyme inhibition | purified NadD enzyme, colorimetric absorbance read-out | inhibition, % at 20 µM | 0.78% of 360,000 active | AID 602399; in the data active means inhibition above about 26%; further: some compounds past the cut are filed as inactive
Starred values were filed as active, the others as inactive. No enrichment for hits. Share with any hit: about 3.6%.

What do the screens show for `O=C(CSc1ccccn1)N1CCN(c2ccc(Cl)cc2)CC1`?
STEP block: -13.4; MLLE-PAM2 inh: 19.4; Scp1 inh: -2.0; TbMetRS inhib: 0.1; DNMT1 inh: -3.9; LMPTP inh: 0.3; CSN deneddyl inh: -1.9; SUMO1 PPI mod: 0.1; Rpn11 inh: inactive; NadD inh: 3.3

How did O=C(NCC1CCCO1)c1cc(S(=O)(=O)N2CCCCC2)ccc1Cl (stereo not given) do in these assays?
STEP block: -0.6; MLLE-PAM2 inh: 2.2; Scp1 inh: -0.1; TbMetRS inhib: -0.2; DNMT1 inh: 1.2; LMPTP inh: -0.6; CSN deneddyl inh: -1.2; SUMO1 PPI mod: -0.6; Rpn11 inh: inactive; NadD inh: -1.2

Results for CCn1c(CNC(=O)c2cc(OC)c(OC)c(OC)c2)cc2ccccc21 ?
STEP block: 0.2; MLLE-PAM2 inh: 16.0; Scp1 inh: -2.8; TbMetRS inhib: 0.3; DNMT1 inh: -1.7; LMPTP inh: -2.6; CSN deneddyl inh: -0.1; SUMO1 PPI mod: -5.6; Rpn11 inh: inactive; NadD inh: -1.4

Results for CN(C)c1ccc(-c2nc3n(n2)C(c2cccnc2)C2=C(CC(C)(C)CC2=O)N3)cc1 (stereo not given) ?
STEP block: 2.7; MLLE-PAM2 inh: -14.4; Scp1 inh: 24.3; TbMetRS inhib: -0.1; DNMT1 inh: 1.4; LMPTP inh: 0.6; CSN deneddyl inh: -3.9; SUMO1 PPI mod: -3.5; Rpn11 inh: inactive; NadD inh: -0.6

Results for Cc1cc(C)c(S(=O)(=O)c2ccccc2C)c(OCC(C)(C)C)n1 ?
STEP block: 3.1; MLLE-PAM2 inh: 5.6; Scp1 inh: -1.8; TbMetRS inhib: -1.9; DNMT1 inh: 2.6; LMPTP inh: 3.8; CSN deneddyl inh: -0.1; SUMO1 PPI mod: 0.0; Rpn11 inh: inactive; NadD inh: 5.7

Results for Cc1c(C)c2c(C)[nH]nc2oc1=O ?
STEP block: -3.6; MLLE-PAM2 inh: -3.0; Scp1 inh: -0.6; TbMetRS inhib: -0.3; DNMT1 inh: -1.1; LMPTP inh: -0.2; CSN deneddyl inh: 2.7; SUMO1 PPI mod: 3.6; Rpn11 inh: inactive; NadD inh: 3.2

Results for CC(=O)c1ccc(NC(=O)CN2CCCC2)cc1 ?
STEP block: -3.0; MLLE-PAM2 inh: 11.7; Scp1 inh: -5.0; TbMetRS inhib: -0.2; DNMT1 inh: 0.4; LMPTP inh: -0.7; CSN deneddyl inh: 2.7; SUMO1 PPI mod: -10.9; Rpn11 inh: inactive; NadD inh: -12.0

How did O=C(NC(=O)N1CCN(c2ccccc2)CC1)c1ccc(Cl)cc1 do in these assays?
STEP block: 0.0; MLLE-PAM2 inh: 1.6; Scp1 inh: -9.2; TbMetRS inhib: -0.7; DNMT1 inh: 0.0; LMPTP inh: -2.3; CSN deneddyl inh: 3.1; SUMO1 PPI mod: -1.2; Rpn11 inh: inactive; NadD inh: 3.1

Results for COCCNC(=O)C1(C)CCCN(C(=O)c2ccc(C#N)cc2)C1 (stereo not given) ?
STEP block: -2.2; MLLE-PAM2 inh: 1.8; TbMetRS inhib: -0.1; DNMT1 inh: 2.2; LMPTP inh: -2.4; CSN deneddyl inh: -4.4; SUMO1 PPI mod: 3.8; Rpn11 inh: inactive; NadD inh: -4.0

Results for CN(Cc1nc(Cc2ccccc2F)no1)CC1(N2CCOCC2)CCCCC1 ?
STEP block: -1.6; MLLE-PAM2 inh: 9.6; Scp1 inh: -6.5; TbMetRS inhib: -0.9; DNMT1 inh: 3.2; LMPTP inh: -0.7; CSN deneddyl inh: 1.2; SUMO1 PPI mod: -20.1; Rpn11 inh: inactive; NadD inh: -1.1

What do the screens show for `Cc1ccc(C(C)C)c(OCC(=O)Nc2cccc(S(=O)(=O)NC3=NCCCCC3)c2)c1`?
STEP block: -1.1; MLLE-PAM2 inh: -10.5; Scp1 inh: 0.9; TbMetRS inhib: -0.1; DNMT1 inh: -3.0; LMPTP inh: 1.2; CSN deneddyl inh: 3.6; SUMO1 PPI mod: 1.6; Rpn11 inh: inactive; NadD inh: -4.2

Results for COc1ccc(C)cc1Nc1n[n+](-c2ccccc2)c(-c2c(OC)ccc3ccccc23)s1 ?
STEP block: 4.5; MLLE-PAM2 inh: -101.9; Scp1 inh: 6.7; TbMetRS inhib: -0.1; DNMT1 inh: 4.5; LMPTP inh: 13.4; CSN deneddyl inh: -2.8; SUMO1 PPI mod: -27.5; Rpn11 inh: inactive; NadD inh: 8.6

What do the screens show for `CC(C)C(O)(c1ccccc1)C(CN1CCOCC1)c1ccccc1` (stereo not given)?
STEP block: -2.7; MLLE-PAM2 inh: 0.1; Scp1 inh: -4.0; TbMetRS inhib: -1.5; DNMT1 inh: 1.3; LMPTP inh: 0.6; CSN deneddyl inh: -0.9; SUMO1 PPI mod: -2.7; Rpn11 inh: inactive; NadD inh: -2.8

Results for CCc1c(C)nc2ncnn2c1N1CCCC(C(=O)NCCc2ccc(OC)cc2)C1 (stereo not given) ?
STEP block: 0.2; MLLE-PAM2 inh: 4.0; Scp1 inh: -1.8; TbMetRS inhib: 0.3; DNMT1 inh: 4.7; LMPTP inh: -0.2; CSN deneddyl inh: 0.1; SUMO1 PPI mod: 1.5; Rpn11 inh: inactive; NadD inh: 3.7

What do the screens show for `O=C(CSc1nccc(=O)[nH]1)c1cc2ccccc2o1`?
STEP block: -0.7; MLLE-PAM2 inh: 6.2; Scp1 inh: 3.1; TbMetRS inhib: -0.3; DNMT1 inh: -5.6; LMPTP inh: -0.8; CSN deneddyl inh: 1.1; SUMO1 PPI mod: -19.1; Rpn11 inh: inactive; NadD inh: 0.5

Results for COC(=O)COc1ccc(-c2nccc(-c3ccccn3)n2)cc1 ?
STEP block: -0.1; MLLE-PAM2 inh: -4.8; Scp1 inh: -9.1; TbMetRS inhib: -0.5; DNMT1 inh: -1.5; LMPTP inh: -0.4; CSN deneddyl inh: 1.3; SUMO1 PPI mod: 2.5; Rpn11 inh: inactive; NadD inh: -7.6

Results for C/C(=N/NC(=O)CNC(=O)C1COc2ccccc2O1)c1ccc2c(c1)OCCO2 (stereo not given) ?
STEP block: -0.3; MLLE-PAM2 inh: 3.3; Scp1 inh: -3.3; TbMetRS inhib: 0.4; DNMT1 inh: -4.3; LMPTP inh: -1.6; CSN deneddyl inh: -11.5; SUMO1 PPI mod: 2.1; Rpn11 inh: inactive; NadD inh: -1.0

How did CCOC(=O)c1[nH]c2c(c1C)C(=O)CC(c1ccc(N(C)C)cc1)C2 (stereo not given) do in these assays?
STEP block: 1.3; MLLE-PAM2 inh: 7.9; Scp1 inh: -15.5; TbMetRS inhib: 0.6; DNMT1 inh: -8.8; LMPTP inh: 5.4; CSN deneddyl inh: -0.6; SUMO1 PPI mod: 8.6; Rpn11 inh: inactive; NadD inh: 2.8

How did COc1ccc(CC2(C)OC(c3ccc(C)cc3)=NN2C(C)=O)cc1 (stereo not given) do in these assays?
STEP block: 4.6; MLLE-PAM2 inh: -4.1; Scp1 inh: -9.0; TbMetRS inhib: -0.7; DNMT1 inh: 4.7; LMPTP inh: 1.8; CSN deneddyl inh: 2.1; SUMO1 PPI mod: -2.4; Rpn11 inh: inactive; NadD inh: -6.9

How did CSc1ccccc1OCc1cc(C(=O)N[C@H]2CCCCNC2=O)no1 do in these assays?
STEP block: 2.6; MLLE-PAM2 inh: 11.4; Scp1 inh: -10.7; TbMetRS inhib: -0.3; DNMT1 inh: -2.2; LMPTP inh: -0.1; CSN deneddyl inh: 0.4; SUMO1 PPI mod: 5.2; Rpn11 inh: inactive; NadD inh: 0.7

What do the screens show for `CCOc1ccc(Nc2nc3cc(S(=O)(=O)N(CC)CC)ccc3o2)cc1`?
STEP block: 6.5; MLLE-PAM2 inh: 26.6; Scp1 inh: -1.9; TbMetRS inhib: 0.3; DNMT1 inh: -9.1; LMPTP inh: 2.6; CSN deneddyl inh: 3.4; SUMO1 PPI mod: 1.5; Rpn11 inh: inactive; NadD inh: 2.3

What do the screens show for `Cc1cc(C)cc(NC(=O)CN(c2ccc(F)cc2)S(C)(=O)=O)c1`?
STEP block: -4.6; MLLE-PAM2 inh: 3.6; Scp1 inh: -7.2; TbMetRS inhib: 0.2; DNMT1 inh: -4.5; LMPTP inh: 0.4; CSN deneddyl inh: -0.2; SUMO1 PPI mod: 1.1; Rpn11 inh: inactive; NadD inh: 1.2

Results for Cc1c(NC(=O)Cn2cc([N+](=O)[O-])cn2)c(=O)n(-c2ccccc2)n1C ?
STEP block: 1.6; MLLE-PAM2 inh: 10.9; Scp1 inh: -6.1; TbMetRS inhib: 0.4; DNMT1 inh: 3.5; LMPTP inh: -0.6; CSN deneddyl inh: 0.3; SUMO1 PPI mod: 2.9; Rpn11 inh: inactive; NadD inh: -4.5

What do the screens show for `O=C(COC(=O)CCc1ccc(S(=O)(=O)N2CCOCC2)cc1)NC1CCCC1`?
STEP block: -1.5; MLLE-PAM2 inh: 3.6; Scp1 inh: -4.1; TbMetRS inhib: -0.4; DNMT1 inh: 7.5; LMPTP inh: -0.8; CSN deneddyl inh: -12.2; SUMO1 PPI mod: -0.4; Rpn11 inh: inactive; NadD inh: 2.0

How did CCN(CCCNC(=O)C1CCN(S(=O)(=O)CC)CC1)c1ccccc1 do in these assays?
STEP block: -1.8; MLLE-PAM2 inh: -1.1; Scp1 inh: -8.9; TbMetRS inhib: 0.1; DNMT1 inh: 7.0; LMPTP inh: -1.5; CSN deneddyl inh: 6.2; SUMO1 PPI mod: -0.2; Rpn11 inh: inactive; NadD inh: -0.6

How did Cc1ccc2c(c1)C(c1ccccc1)N(C(=O)CC(C)C)CC(=O)N2 (stereo not given) do in these assays?
STEP block: -0.5; MLLE-PAM2 inh: -5.1; Scp1 inh: -12.3; TbMetRS inhib: 0.7; DNMT1 inh: 0.8; LMPTP inh: -0.7; CSN deneddyl inh: 1.9; SUMO1 PPI mod: -1.9; Rpn11 inh: inactive; NadD inh: 0.2

High-throughput results: PubChem BioAssay, several laboratories
